Epigenetic mod: qHTS Assay for Epigenetic Modulators | AID 597, 2007 | hit rate 0.09% among 68,000 | mouse C127i GFP locus derepression, cytometry, 30 h | Potency, µM (doses to about 46.1 µM), without a hit: at the top dose GFP derepression (activation); further: % of control where 0% means no effect
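Locus derepression in mouse mammary C127i cells whose integrated CMV-GFP reporter is normally silent; GFP expression after 30 h compound treatment was quantified by counting fluorescent cells.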
HBB splicing: qHTS Assay for Modulators of Hemoglobin Beta Chain Splicing | HBB splicing reporter cell assay, activation; EGFP reporter with mutant IVS2-654 intron; response scale: normalised to 500 nM splice-correcting PNA | Potency, µM (top dose mostly 46.1 µM), without a hit: at the top dose activation, usual class: activators | hit rate 0.06% among 65,000 | AID 925, 2007; further: potency means the concentration at half of the fitted maximal effect; 0% is about no effect
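Compounds were applied for 2 days to HeLa EGFP-654 cells, 500/well in Optimem with 2% FCS. The reporter's EGFP is disrupted by mis-splicing of beta-globin intron IVS2-654. Readout: summed well GFP fluorescence from 488 nm laser scanning; reference was 500 nM antisense […] 654 PNA.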
4MU fluor: qHTS Assay for Spectroscopic Profiling in 4-MU Spectral Region; max dye-equivalent concentration, M; compound autofluorescence, 340/450 nm, 4-MU equivalents; stronger effect = higher value; hit rate 11% among 59,000; in the data active means max dye-equivalent concentration above about 10 nM; inconclusive means mostly about 1.1 nM to 9.6 nM
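Intrinsic fluorescence at 340/450 nm (ex/em) was read after 15 min at room temperature in pH 8.0, 100 mM Tris. Each compound concentration expressed as 4-MU-equivalent concentration from a six-point 4-MU standard series on each plate.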
CRE Fsk mod: Cell signaling CRE-BLA (Fsk stim). CHO CRE-bla reporter (cAMP response element driving beta-lactamase), forskolin EC10, beta-lactamase ratio. Potency, µM (titrated, usually from 38.2 µM), for the others: top-dose activity change, negative = inhibition, most hits filed as activators. hit rate 2.5% among 71,000. AID 662, 2007; active means well fitted activation curve with a large enough effect in the signal ratio, with a control signal flat, not every such curve was filed as active; inconclusive means small, poorly fitted or top-dose-only effect, or effect the other way, or a change in a side signal; the % refers to the signal ratio; further: potency means the concentration at half of the fitted maximal effect; % of control where 0% means no effect
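Cells were plated overnight at 37 °C, exposed to compound titrations plus EC10 NKH 477 for 3 h, then given CCF4 dye for 2 h at room temperature. Blue/green (460/530 nm) ratio was converted to %Activity and AC50 values calculated.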
TexasRed autofl: qHTS Assay for Spectroscopic Profiling in Texas Red Spectral Region. hit rate 0.06% among 59,000. Compound fluorescence, Texas Red channel, 547/618 nm; stronger effect = higher value. max dye-equivalent concentration, M; in the data active means max dye-equivalent concentration above about 10 nM; inconclusive means between about 1.1 nM and that limit
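Spectral interference profiling: each compound concentration's relative fluorescence, read with a 547 nm excitation and 618 nm emission filter pair, was normalized to a per-plate Texas Red standard curve.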
FLuc inh: qHTS Assay for Inhibitors of Firefly Luciferase. purified firefly luciferase, luminescence, 8 min. Luciferin 4-monooxygenase (Photinus pyralis), P08659. hit rate 2.2% among 72,000. Potency, µM (top dose mostly 57.1 µM), without a hit: top-dose activity change, negative = inhibition, usual class: inhibitors; further: potency means the concentration at half of the fitted maximal effect; on the % scale 0 is the no-effect control and ±100 the full control effect; nearly all actives have a fitted effect of over 40% in size
Target sequence (P08659 whole entry, looked up): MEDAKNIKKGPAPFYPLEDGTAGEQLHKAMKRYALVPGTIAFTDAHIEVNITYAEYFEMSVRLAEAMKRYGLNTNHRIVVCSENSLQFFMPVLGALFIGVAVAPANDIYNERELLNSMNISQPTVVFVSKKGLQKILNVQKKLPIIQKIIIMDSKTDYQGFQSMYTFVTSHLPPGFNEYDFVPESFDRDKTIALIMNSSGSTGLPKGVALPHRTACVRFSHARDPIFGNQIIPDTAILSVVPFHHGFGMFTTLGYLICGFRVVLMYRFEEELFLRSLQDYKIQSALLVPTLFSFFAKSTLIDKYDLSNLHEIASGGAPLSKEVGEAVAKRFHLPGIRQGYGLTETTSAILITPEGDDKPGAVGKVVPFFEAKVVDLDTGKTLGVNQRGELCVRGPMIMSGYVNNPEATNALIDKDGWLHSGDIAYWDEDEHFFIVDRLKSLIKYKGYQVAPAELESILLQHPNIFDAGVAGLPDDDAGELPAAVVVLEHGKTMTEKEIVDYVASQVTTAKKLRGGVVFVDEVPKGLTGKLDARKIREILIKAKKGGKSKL
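Compounds were tested as concentration series (qHTS) against purified P. pyralis luciferase with luciferin and 10 uM ATP in 50 mM imidazole pH 7.2, 50 mM KCl, 7 mM MgCl2, 0.01% Tween 20, 0.05% BSA. Luminescence was read after 8 min at ambient temperature.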
A350 fluor: qHTS Assay for Spectroscopic Profiling in A350 Spectral Region; Compound autofluorescence, 340/450 nm, Alexa 350 dye-equivalents; stronger effect = higher value; max dye-equivalent concentration, M; hit rate 11% among 59,000; in the data active means max dye-equivalent concentration above about 10 nM; inconclusive means mostly about 1.1 nM to 9.6 nM
Fluorescein fluor: qHTS Assay for Spectroscopic Profiling in Fluorescein Spectral Region. Compound autofluorescence, 480/540 nm, fluorescein-equivalent; stronger effect = higher value. AID 593, 2007. max fluorescein-equivalent concentration, M. hit rate 0.91% among 59,000; in the data active means max fluorescein-equivalent concentration above about 10 nM; inconclusive means between about 1.1 nM and that limit
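Spectral profiling of library compounds in the fluorescein window (480 nm excitation, 540 nm emission) after 15 min at room temperature in pH 8.0 Tris (100 mM). Values are dye-equivalent concentrations.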
ERK AVP inh: qHTS Assay for Inhibitors of the ERK Signaling Pathway using a Homogeneous Screening Assay; HEK293-V1b, vasopressin-stimulated pERK AlphaScreen; Potency, µM (series often up to 57.5 µM), inactives show at the highest dose activity, negative = inhibition, usual class: inhibitors; hit rate 0.99% among 72,000; AID 995, 2007; further: potency means the concentration at half of the fitted maximal effect; on the % scale 0 is the no-effect control and ±100 the full control effect; nearly all actives have a fitted effect of over 55% in size
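V1b-HEK293 cells; cpd 30 min 37C; 25 nM vasopressin 5 min; lyse 10 min; AlphaScreen beads 5 hr RT. Normalized to DMSO basal and 25 nM vasopressin; AC50 by Hill fit.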
UbGFP stabilizer: Ubiquitin-GFP Assay; Ubiquitin-GFP reporter cells, proteasome inhibition, GFP fluorescence; response scale: untreated = 0%, 10 µM MG-132 = 100%; Potency, µM (highest dose often 45.9 µM), inactives show at the highest dose activation (GFP accumulation), actives largely listed as activators; 67,000 tested, under 10 active; AID 526, 2006; active means well fitted activation curve with a large enough effect, not every such curve was filed as active; inconclusive means small, poorly fitted or top-dose-only effect, or another doubt; inactive means no such curve, though single readings can be large or run the other way; further: potency means the concentration at half of the fitted maximal effect
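GFP accumulation read-out: laser plate cytometry counting ubiquitin(G76V)-GFP-expressing U2OS cells after 4 hr compound exposure at 37 °C. Titrations spanned 46 uM to 2.9 nM; 0% = basal, 100% = 10 uM MG-132; concentration-response curves fitted.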
Hsp90 Hop PPI: qHTS Assay for Disrupters of an Hsp90 Co-Chaperone Interaction | AID 595, 2007 | AlphaScreen TPR2A-His6 binding biotin-Hsp90 C-terminal peptide | hit rate 0.44% among 71,000 | Potency, µM (series often up to 57 µM), inactives show top-dose activity change, negative = inhibition | Hsp90 C-terminal peptide / TPR2A (Hop) interaction, human; active means well fitted curve in either direction with a large enough effect; inconclusive means small, poorly fitted or top-dose-only effect, or another doubt; further: potency means the concentration at half of the fitted maximal effect; on the % scale 0 is the no-effect control and ±100 the full control effect; many of its hits are not listed in these tables
Active calls of the source: *; i = inactive; ? = inconclusive; · = not tested or not shown; & = joins results of further samples; [ ] = remark or other dose. Unless noted, the call rests on the fitted dose curve; in most records, active means well fitted curve in the direction sought with a large enough effect; inconclusive means small, poorly fitted or top-dose-only effect, or another doubt; inactive means no such curve, though single readings can be large; an effect the other way counts as inactive or inconclusive.

SMILES | Epigenetic mod | HBB splicing | 4MU fluor | CRE Fsk mod | TexasRed autofl | FLuc inh | A350 fluor | Fluorescein fluor | ERK AVP inh | UbGFP stabilizer | Hsp90 Hop PPI
Cc1ccc(NC(=O)Cn2nc(C)cc2C)cc1 | -1% | 0.1%[57.5 µM] | i | -14% | i | 0% | i | i | 15% | -3% | 57%
Cn1c(-c2ccco2)nc2cc3ccccc3cc21 | -2% | -1.0% | 8.9e-07M* | -2% | i | 0.5µM* | 1.1e-06M* | ? | 6% | -3% | 12%
O=C(CSC1=NCCN1)Nc1ccccc1 | -2%[9.22 µM] | 3.2%[9.22 µM] | i | -2%[7.6 µM] | i | -1%[11.4 µM] | i | ? | -10%[11.5 µM] | -2%[9.17 µM] | -7%[11 µM]
CCN1C(=O)c2cccc3c(S(=O)(=O)Nc4nc(C)cs4)ccc1c23 | 0% | 4.8%[0.369 µM] | i | 16µM* | i | 1% | ? | i | ? | -4% | -3%
Cc1ccc2[nH]c(C(=O)O)c(-c3ccccc3)c2c1 | -1% | · | i | ? | i | -1% | i | i | -21% | 7% | -1%
CC1Oc2ccccc2N(CC(=O)c2cccc(Cl)c2)C1=O (stereo unspecified) | 6% | · | i | 9% | i | 1% | i | ? | 12% | -5% | 23%
COC(=O)c1ccccc1NC(=O)NCc1ccc2c(c1)OCO2 | 2% | 2.9% | i | ? | ? | -17% | i | i | -13% | 0% | 1%
COC(=O)COc1ccc(NC(=O)C2CCCO2)cc1 (stereo unspecified) | -1% | -0.4% | i | -8% | ? | -1% | i | i | -6% | -3% | -1%
CCN(CC)CCN1C(=O)C(=O)/C(=C(/O)c2ccc(OC)c(OC)c2)C1c1ccccn1 (stereo unspecified) | 0% | -1.8% | 3.3e-08M* | ? | i | -1% | 4.2e-08M* | i | -4% | 2% | -4%
COCCNC(=O)c1cc2cc(Br)cc(OC)c2oc1=O | 0% | 1.5% | i | -2% | i | 3% | i | i | -8% | -6% | -2%
Cc1nc(-c2cccc(S(=O)(=O)N3CC(C)OC(C)C3)c2)cs1 (stereo unspecified) | 3% | -3.3%[57.5 µM] | i | 7% | i | 1% | i | ? | -23% | -2% | -2%
Nc1nc(-c2ccccc2)c(-c2ccccc2)c(-c2nc(N)nc(-c3ccccc3)c2-c2ccccc2)n1 | -2%[9.22 µM] | 3.0%[9.22 µM] | i | -2%[7.6 µM] | i | 2%[11.4 µM] | i | i | 12%[11.5 µM] | 4%[9.17 µM] | ?
O=C(Nc1ccc(N2CCN(C(=O)c3ccco3)CC2)cc1)c1ccccc1F | 0% | -0.1%[57.5 µM] | ? | -8% | ? | -3% | ? | i | -9% | -4% | -1%
Cc1cccc(NC2=NCC(=O)N2Cc2ccccc2)c1 | 2% | -0.3%[57.5 µM] | i | ? | i | -1% | i | i | 4% | 1% | -4%
O=C(NCc1ccccc1)C1C(=O)N(Cc2ccccc2)C(=O)C1C1(O)CCCC1 (stereo unspecified) | 3%[20.6 µM] | · | i | · | i | 0%[25.5 µM] | i | i | · | · | ·
Fc1ccc(-c2csc3nnc(SCc4cccnc4)n23)cc1 | 3% | 0.3%[57.5 µM] | i | ? | i | -6% | i | i | -27% | 5% | -1%
CCCCCOC(=O)CSc1nc2c(c(=O)[nH]c(=O)n2C)n1CCc1ccccc1 | 0% | · | i | 3% | i | 3% | i | i | ? | -5% | 2%
COc1cc(OC)nc(NC(=O)CS(=O)(=O)c2ccccc2)n1 | 0% | 0.2% | i | -6% | i | 0% | i | i | -22% | 3% | -13%
COc1ccc(CCNC(=O)c2c(O)c3cccc4c3n(c2=O)CC4)cc1OC | 1% | · | ? | 0% | i | 1% | ? | i | -9% | 3% | 0%
C[C@@]12C=CC(=O)C=C1CC[C@H]1[C@H]3CC[C@](O)(C(=O)CO)[C@]3(C)CC(=O)[C@@H]12 | 0%[20.6 µM] | 2.7%[20.6 µM] | i | -1%[17.1 µM] | i | 6%[25.5 µM] | i | ? | 6%[25.7 µM] | -5%[20.5 µM] | 1%[26 µM]
CCc1[nH]nc2c1C1(CCN(C(=O)c3ccccc3)CC1)C(C#N)=C(N)O2 | 0% | 1.3% | i | 1% | i | -3% | i | i | -29% | 1% | -1%
CC1=C(C(=O)Nc2ccccn2)C(c2ccc(F)cc2)n2ncnc2N1 (stereo unspecified) | -1% | -3.5% | ? | -3% | ? | 2% | ? | ? | 4% | -3% | -8%
O=C(CSc1nnc(-c2ccccn2)n1Cc1ccccc1)N1CCCC1 | 1% | 0.0%[57.5 µM] | i | -8% | ? | 2% | i | i | 1% | 2% | -3%
CCc1cccc(NC(=O)CS(=O)Cc2nc(-c3ccc(C)cc3)oc2C)c1 (stereo unspecified) | 0% | -1.3% | · | ? | · | -1% | · | · | 32µM* | 9% | -7%
CNC(=O)CSc1nnc(-c2ccc(S(=O)(=O)N3CCCC3)cc2)n1-c1cccc(C)c1C | 2% | 0.3%[57.5 µM] | i | 5% | i | -2% | i | i | 2% | -2% | 0%
(more compounds)
SMILES | Epigenetic mod | HBB splicing | 4MU fluor | CRE Fsk mod | TexasRed autofl | FLuc inh | A350 fluor | Fluorescein fluor | ERK AVP inh | UbGFP stabilizer | Hsp90 Hop PPI
O=C(Nc1cccnc1)c1cc(-c2ccc3c(c2)OCO3)on1 | -1% | -0.1% | ? | ? | i | 0.79µM* | ? | i | 5% | -5% | -6%
COCCn1nnnc1C(c1ccccc1Cl)N1CCN(c2ccccc2OC)CC1 (stereo unspecified) | 0% | 2.8%[57.5 µM] | i | -6% | i | 2% | i | i | -13% | 2% | -1%
CCCCOc1ccc(C2CC(=O)NC2=O)cc1 (stereo unspecified) | 0% | 0.6% | i | -2% | i | -1% | i | i | -10% | -6% | -3%
O=C(O)c1ccccc1C(=O)Nc1ccccc1 | 0% | -0.4% | i | 1% | i | -2% | i | ? | -9% | -4% | 0%
Cc1ccc(CN2CCC(C(=O)NCCC(C)C)CC2)o1 | 1% | 0.3%[57.5 µM] | i | -4% | i | 0% | i | i | -2% | 0% | -2%
CC(=O)c1c(C)n([O-])c2ccc(C)cc2[n+]1=O | 0% | 1.8% | ? | -8% | i | 1% | ? | i | -3% | 10% | -2%
O=C(Nc1cccc(F)c1)N1CCC2(CC1)CCN(C(=O)c1ccco1)CC2 | -2%[9.22 µM] | 1.3% | i | -18% | i | 1%[11.4 µM] | i | i | -7% | -12% | 0%
CCCCC(CCC(=O)Nc1ccccc1C(=O)OCC)C(=O)O (stereo unspecified) | 0% | -0.3% | i | 0% | i | -1% | i | i | -14% | 6% | 3%
COc1ccc(Cc2nnc(SCC(=O)NC(C)c3ccccc3)o2)cc1 (stereo unspecified) | -2% | -0.3%[9.22 µM] | · | -5% | · | 1% | · | · | 18% | -3% | 0%
Cn1cc(C(F)(F)F)nc1-c1ccc(OC[C@@H](O)CNCCOc2ccc(O)c(C(N)=O)c2)cc1 | 4%&-1% | 1.4% | 1.6e-07M* | -5%&0% | i | 1%&0% | 1.5e-07M* | i | ? | 4%&-5% | -6%&-10%
Cc1ccc(C(=O)CC2(O)C(=O)N(C)c3ccc(Br)cc32)c(C)c1 (stereo unspecified) | -2% | -1.1% | · | -9% | · | 0% | · | · | -7% | -3% | -8%
COc1cc2c(C(=O)Nc3ccc4c(c3)OCO4)cn(CC(C)C)c(=O)c2cc1OC | -1% | 2.9% | i | ? | i | 0% | i | ? | -29% | 2% | -11%
COC(=O)CC(C(=O)Nc1cc(C(=O)OC)cc(C(=O)OC)c1)N1CCN(C)CC1 (stereo unspecified) | -2% | 1.4% | i | 1% | i | 1% | i | i | -13% | 0% | -4%
Cc1ccc(S(=O)(=O)N(CC(=O)N2CCCC2)C2CCCCC2)cc1 | -2% | -3.7%[0.0738 µM] | · | ? | · | 1% | · | · | -17% | 0%[9.17 µM] | -1%[11 µM]

Screening data from PubChem BioAssay.

A portion of the library (hit frequency here may not be typical).
